Screening results from PubChem BioAssay.
FBPA Giardia inh: blocks Giardia fructose-bisphosphate aldolase activity; A8B2U2; purified Giardia FBPA; Potency, µM (highest dose often 59.6 µM), for the others: top-dose activity, negative = inhibition, actives largely listed as inhibitors; 290,000 compounds, 0.71% hits; AID 2451; note: potency is the fitted concentration of half-maximal effect; nearly all actives have a fitted effect of over 55% in size
Target sequence (A8B2U2 whole entry, looked up): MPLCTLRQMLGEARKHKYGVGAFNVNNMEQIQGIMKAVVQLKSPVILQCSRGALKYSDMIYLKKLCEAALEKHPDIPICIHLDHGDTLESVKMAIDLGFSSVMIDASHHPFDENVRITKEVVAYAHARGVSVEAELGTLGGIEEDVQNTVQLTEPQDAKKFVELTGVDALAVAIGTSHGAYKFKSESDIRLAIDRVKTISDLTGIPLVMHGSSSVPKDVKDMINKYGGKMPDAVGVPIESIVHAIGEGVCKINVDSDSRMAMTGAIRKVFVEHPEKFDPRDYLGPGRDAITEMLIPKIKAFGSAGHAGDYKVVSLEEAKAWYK
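40 nM FBPA preincubated 10 min at RT with compound (up to 57.5 uM final), then substrate plus GAPDH/TPI/NAD/arsenate coupling and diaphorase/resazurin added. Fluorescence read after 20 min at RT, 525/598 nm.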
AmpC detergent: AmpC beta-lactamase inhibition with detergent present; P00811; AmpC hydrolysis of nitrocefin, absorbance 480 nm, 0.01% Triton; Potency, µM (highest dose often 114 µM), for the others: at the highest dose activity change, negative = inhibition, most hits filed as inhibitors; 370,000 compounds, 0.041% hits; AID 485294;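 note: potency is the fitted concentration of half-maximal effect; 0% = no-compound wells and -100% = no-enzyme wells; nearly all actives have a fitted effect of over 25% in size; some results filed as inactive show a strong effect at the top dose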
Target sequence (P00811 whole entry, looked up): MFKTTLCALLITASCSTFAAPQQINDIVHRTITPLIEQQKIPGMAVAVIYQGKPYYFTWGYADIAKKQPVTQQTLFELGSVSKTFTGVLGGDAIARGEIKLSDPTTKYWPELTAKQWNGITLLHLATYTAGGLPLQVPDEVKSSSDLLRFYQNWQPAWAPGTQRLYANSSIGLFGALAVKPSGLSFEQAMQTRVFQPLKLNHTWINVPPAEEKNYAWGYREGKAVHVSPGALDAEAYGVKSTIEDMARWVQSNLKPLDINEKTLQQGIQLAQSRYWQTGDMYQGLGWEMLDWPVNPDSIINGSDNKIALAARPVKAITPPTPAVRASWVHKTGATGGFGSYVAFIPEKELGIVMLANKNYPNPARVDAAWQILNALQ
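20 mM phosphate pH 7.0 + 0.01% (detergent screen) or 0.0001% Triton X-100; 5.3 nM AmpC reagent; cpd preinc 15 min RT; nitrocefin (800 uM stock) to start; A480 q20 s × 4 min; Activity was normalised to no-enzyme and no-compound control wells.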
AMA1-RON2 inh: AMA1-RON2 (P. falciparum) interaction inhibition | AlphaScreen AMA1-biotinylated RON2 peptide binding | Potency, µM (top dose mostly 58.2 µM), inactives show at the highest dose activity change, negative = inhibition, hits mostly inhibitors | 360,000 compounds, 0.2% hits | AID 720542;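 note: potency is the fitted concentration of half-maximal effect; 0% = vehicle wells and -100% = peptide control; nearly all actives have a fitted effect of over 45% in size; some results filed as inactive show a strong effect at the top dose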
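AMA1 (3D7) with his tag at 25 nM final met compounds first, then biotinylated RON2 peptide at 25 nM; detection used donor plus acceptor beads, 10 µg/mL apiece, read by AlphaScreen after 30 min at room temperature.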
HCV inhibitor: HCV inhibition; 340,000 compounds, 3.4% hits; Huh7.5.1 HCVcc-Cre infection, luciferase reporter, 44 h; Potency, µM (top dose mostly 41.8 µM), for inactives: at the highest dose activity change, negative = inhibition, hits mostly inhibitors; note: potency is the fitted concentration of half-maximal effect
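Antiviral activity was scored by luciferase reporter output from cells infected with HCVcc-Cre (~0.5 moi) in presence of compound, 44 h infection period, cells seeded 1,000/well 4 h prior.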
HCMV antiviral: human cytomegalovirus inhibition. 410,000 compounds, 4.5% hits. activity change, negative = inhibition, % at 57.5 µM. AID 1259415. HFF cells, HCMV-luciferase reporter, 72 h; active compounds read low; in the data active = activity change below about -60%; inconclusive = no clear call, values can overlap the other calls; inactive = above about -39%
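Cell-based, HFFs, 1000 cells/well, 16 h 37C; cpds in DMSO + HCMV-luc, MOI 1 PFU/cell; 72 h 37C; OneGlo luminescence after 5 min RT; norm. to buffer vs Salinomycin 10uM.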
Sm TGR block: blocks Schistosoma mansoni thioredoxin glutathione reductase. Q962Y6. purified TGR, DTNB reduction, TNB absorbance 405 nm. Potency, µM (highest dose often 114 µM), for the others: at the highest dose activity change, negative = inhibition, usual class: inhibitors. 360,000 compounds, 3% hits. AID 485364; note: potency is the fitted concentration of half-maximal effect; nearly all actives have a fitted effect of over 60% in size
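TGR 20 nM + NADPH 100 uM (dispensed conc.), cpd preinc 15 min RT; start with NADPH (500 uM addition) then DTNB (15 mM addition). Kinetic TNB absorbance, 405 nm filter. Four-parameter Hill fit across titration.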
* marks the source's active call; other numbers are inactive results; ? = inconclusive; · = no result given; [ ] = another dose, or the depositor's remark. Unless noted, calls come from the whole dose curve; as a rule, active = well fitted curve in the direction sought with a large enough effect; inconclusive = small, poorly fitted or top-dose-only effect, or another doubt; inactive = no such curve, though single readings can be large; an effect the other way counts as inactive or inconclusive. Unless noted, % is set by controls: 0 for no effect and ±100 for the full control effect.

1	O=C(Cn1[nH]c(=O)c2ccccc2c1=O)Nc1ccc(-c2nnc3n2CCCCC3)cc1
2	Fc1cccc(NC(=S)N2CCc3ccccc32)c1
3	CCOc1ccc(NC(=O)CN2CCN(CC(=O)c3ccc(OCC)cc3)CC2)cc1
4	O=S(=O)(c1cccc(NC(=S)NCc2ccco2)c1)N1CCOCC1
5	Cn1c(C2=C(O)CN(Cc3ccccc3)C2=N)nc2ccccc21
6	CN(C)C(=O)CCc1ccc2c3c([nH]c2c1)[C@]1(C)[C@@H](C(=O)N2CCCCC2)C[C@H](CC(=O)NCCN2CCOCC2)C(=O)N1CC3

entry no.,1,2,3,4,5,6
FBPA Giardia inh,1%,·,-20%,0%,0%,·
AmpC detergent,-10%,2%,-5%,-6%,6%,·
AMA1-RON2 inh,-3%,-19%,-11%,0%,47%[activator],18%
HCV inhibitor,11%,-2%,1%,-6%,24%,?
HCMV antiviral,19,27,7,34,4,-19
Sm TGR block,-7%,-28%,22µM*,?,18%,·

7	O=c1n(-c2ccccc2)c(=O)n2n1CCC2
8	Cc1ccc(/C=N/NC(=O)C(C)Oc2cccc3ccccc23)o1 (stereo unspecified)
9	COc1cccc(NC(=S)Nc2ccc(Br)cc2Cl)c1
10	Cc1ccc(NC(=O)Nc2nnc(-c3ccccc3)o2)cc1
11	CC(C)(CO)NC(=O)C12CC3CC(CC(Br)(C3)C1)C2
12	CCOC(=O)C1(CC2CCCCO2)CCN(S(=O)(=O)c2cccc(F)c2)CC1 (stereo unspecified)

entry no.,7,8,9,10,11,12
FBPA Giardia inh,1%,-17%,-9%,7%,2%,3%
AmpC detergent,?,?,7%,-9%,-10%,0%
AMA1-RON2 inh,11%,77%[activator],48%,-2%,0%,0%
HCV inhibitor,16%,?,-16%,1%,7%,-3%
HCMV antiviral,-21,-66*,32,-23,-8,?
Sm TGR block,-22%,-51%,22µM*,12%,21%,6%

13	COc1cccc(NC(=O)CCS(=O)(=O)c2ccc(Br)cc2)c1
14	Cc1ccc2c(c1)cc(CN(Cc1ccc3c(c1)OCO3)S(=O)(=O)c1ccccc1)c1nnnn12
15	Cc1ccccc1NC(=O)C(=O)NCC1CCCN1S(=O)(=O)c1cccs1 (stereo unspecified)
16	Oc1ccc(C=Nc2cccc3ccccc23)c(O)c1
17	CC1CN(c2ccc(Oc3ccccc3)cc2)c2nc3c(c(=O)n(CC(N)=O)c(=O)n3C)n2C1 (stereo unspecified)
18	COc1ccc(N2CC3=C(C2=O)C(c2ccc(O)c(OC)c2)NC(=O)N3C)cc1 (stereo unspecified)

entry no.,13,14,15,16,17,18
FBPA Giardia inh,-6%,-1%,·,?,1%,·
AmpC detergent,-10%,?,?,-4%,6%,0%
AMA1-RON2 inh,4%,0%,7%,9%,-6%,·
HCV inhibitor,10%,14%,-1%,-9%,-25%,·
HCMV antiviral,14,6,-13,56,-38,-5
Sm TGR block,-36%,-3%,-27%,?,-15%,36%[activator]

19	C=CCNC(=O)c1ccc(CN(c2ccc(OCC)cc2)S(=O)(=O)c2ccc(C)cc2)cc1
20	O=C(c1ccc2c(c1)OCCO2)C1CCN(S(=O)(=O)c2cccc(F)c2)CC1
21	CCOC(=O)N1CCN(C(=O)CCCn2c(=O)[nH]c3ccccc3c2=O)CC1
22	COc1ccc(NC(=O)c2ccc(NC(=O)CN(C)CC(=O)Nc3c(C)cccc3C)cc2)cc1
23	CCOc1ccc(NC(=O)Cn2cc(C(=O)c3ccc(F)cc3)c(=O)c3cc4c(cc32)OCO4)cc1
24	CCOc1ncccc1C(=O)OCC(=O)c1ccc(F)cc1

entry no.,19,20,21,22,23,24
FBPA Giardia inh,4%,5%,10%,0%,·,0%
AmpC detergent,-1%,2%,-5%,-8%,5%,2%
AMA1-RON2 inh,22%,-3%,-8%,-11%,·,25%
HCV inhibitor,11µM*,·,21%,-19%,·,-6%
HCMV antiviral,-7,-4,2,22,70,-3
Sm TGR block,5%,13%[11.4 µM],3%,4%,-1%,8%

25	CC(=O)Nc1ccc(-c2ccccc2)s1
26	CCOC(=O)N/C(N)=N/c1nc2ccccc2s1
27	CC1=CN(S(=O)(=O)c2ccc(C)cc2)C[C@@H]2[C@H]3CC[C@H](C3)[C@H]12
28	O=C(O)C(Cc1c[nH]c2ccccc12)NS(=O)(=O)c1ccc(Br)cc1 (stereo unspecified)
29	CC(C)C1N(C(=O)N2CCOCC2)CCN1S(=O)(=O)c1ccccc1 (stereo unspecified)
30	CCCOc1ccc(N2C(=O)CC(N3CCOCC3)C2=O)cc1 (stereo unspecified)

entry no.,25,26,27,28,29,30
FBPA Giardia inh,5%,15%,·,2%,-3%,9%
AmpC detergent,1%,-6%,·,4%,1%,?
AMA1-RON2 inh,-18%,43%[activator],-2%,1%,14%,0%
HCV inhibitor,25%,?,4%,10%,2%,-5%
HCMV antiviral,-12,47,-37,118,-5,-27
Sm TGR block,-24%,0%,·,2%,-24%,-18%

31	CN(Cc1ccc(F)cc1)C(=O)c1cc(COc2ccc(-n3cncn3)cc2)on1
32	CCCCn1c(C)nc2cc(S(=O)(=O)N3CCOCC3)ccc21
33	COC(=O)CC1C(=O)NC2CCCCC2N1C(=O)c1ccccc1 (stereo unspecified)
34	Cc1cccc(NC(=O)Nc2c(C)n(C)n(-c3ccccc3)c2=O)c1
35	Cc1cc(C)c(NC(=S)N(CCCN2CCOCC2)Cc2cccnc2)c(C)c1
36	COc1cccc2c(=O)c(C(=O)NCc3cccs3)c[nH]c12

entry no.,31,32,33,34,35,36
FBPA Giardia inh,·,·,2%,2%,?,-7%
AmpC detergent,4%,2%,-2%,5%,2%,4%
AMA1-RON2 inh,2%,-6%,6%,4%,-10%,56%[activator]
HCV inhibitor,·,19%,6%,14%,-4%,5%
HCMV antiviral,?,-24,4,19,37,38
Sm TGR block,-1%,-1%,0%,-5%,-6%,7%

Gathered by group: the entries above with a furan ring, fused or not (2)
4	O=S(=O)(c1cccc(NC(=S)NCc2ccco2)c1)N1CCOCC1
8	Cc1ccc(/C=N/NC(=O)C(C)Oc2cccc3ccccc23)o1 (stereo unspecified)

entry no.,4,8
FBPA Giardia inh,0%,-17%
AmpC detergent,-6%,?
AMA1-RON2 inh,0%,77%[activator]
HCV inhibitor,-6%,?
HCMV antiviral,34,-66*
Sm TGR block,?,-51%

The list goes on.
37	CCn1c(=O)cc(SCC(=O)NCc2ccc(C)o2)c2ccccc21
38	C=CCN(C(=O)CCc1ccccc1OC)c1nc(-c2ccc(S(C)(=O)=O)cc2)cs1
39	CC(=O)C1=C(O)C(=O)N(c2ccc(Br)cc2)C1c1ccc([N+](=O)[O-])cc1 (stereo unspecified)
40	O=C(Cc1ccccc1)Nc1ccc(C(=O)NCc2ccccc2)cc1
41	COC(=NC1CCCC1)C(O)c1c[nH]c2ccccc12 (stereo unspecified)
42	CCNCc1cc(Br)c(OCC(=O)Nc2ccccc2)c(OC)c1

entry no.,37,38,39,40,41,42
FBPA Giardia inh,-3%,·,3%,2%,-1%,0%
AmpC detergent,-6%,-6%,-12%,?,0%,-3%
AMA1-RON2 inh,2%,-14%,-6%,-4%,-8%,19%
HCV inhibitor,-19%,?,3%,22%,2%,10µM*
HCMV antiviral,-13,-33,-16,11,24,-16
Sm TGR block,0%,-13%,-24%,5%,-6%,3%

43	CC(=O)N1CCN(CC(=O)Nc2ccc(SC(F)F)cc2)CC1
44	CCCC(=O)Nc1ccccc1NC(=O)CN(C)S(=O)(=O)c1ccccc1
45	Cc1ccc(-c2csc3nc(C)n(-n4cccc4)c(=O)c23)o1
46	CC(=O)c1c(C)[nH]c(C(=O)COC(=O)c2cccc(S(=O)(=O)N(C)c3ccccc3)c2)c1C
47	C[C@@H]1CN([C@@H](C)CO)C(=O)c2cc(NS(=O)(=O)c3cccs3)ccc2O[C@H]1CN(C)Cc1ccc(C(F)(F)F)cc1
48	CCOC(=O)C1=C(N)OC2=C(C(=O)CC(C)(C)C2)C1c1ccc(CC)s1 (stereo unspecified)

entry no.,43,44,45,46,47,48
FBPA Giardia inh,1%,0%,3%,-9%,·,6%
AmpC detergent,0%,?,-15%,-4%,·,?
AMA1-RON2 inh,10%,0%,-3%,-1%,0%,-25%
HCV inhibitor,13%,?,2%,?,?,-28%
HCMV antiviral,-3,-2,-8,-14,15,?
Sm TGR block,1%,4%,-7%,-9%,·,-13%

Limited to HCV inhibitor, AMA1-RON2 inh and AmpC detergent (7 entries from above):
| nr | structure | HCV inhibitor | AMA1-RON2 inh | AmpC detergent |
| --- | --- | --- | --- | --- |
| 40 | O=C(Cc1ccccc1)Nc1ccc(C(=O)NCc2ccccc2)cc1 | 22% | -4% | ? |
| 26 | CCOC(=O)N/C(N)=N/c1nc2ccccc2s1 | ? | 43%[activator] | -6% |
| 16 | Oc1ccc(C=Nc2cccc3ccccc23)c(O)c1 | -9% | 9% | -4% |
| 30 | CCCOc1ccc(N2C(=O)CC(N3CCOCC3)C2=O)cc1 (stereo unspecified) | -5% | 0% | ? |
| 45 | Cc1ccc(-c2csc3nc(C)n(-n4cccc4)c(=O)c23)o1 | 2% | -3% | -15% |
| 23 | CCOc1ccc(NC(=O)Cn2cc(C(=O)c3ccc(F)cc3)c(=O)c3cc4c(cc32)OCO4)cc1 | · | · | 5% |
| 6 | CN(C)C(=O)CCc1ccc2c3c([nH]c2c1)[C@]1(C)[C@@H](C(=O)N2CCCCC2)C[C@H](CC(=O)NCCN2CCOCC2)C(=O)N1CC3 | ? | 18% | · |

Following part:
49	COC(=O)C1CN(C#N)N(c2ccc(Cl)cc2)C12c1ccccc1-c1ccccc12 (stereo unspecified)
50	Cc1nc(CNC(=O)c2cc(COc3ccc(F)cc3Cl)on2)cs1
51	Cc1ccccc1C(=O)Oc1ccc(Sc2ccc(O)cc2)cc1
52	C=CCC1c2cccc(C(=O)OC)c2C(=O)N1c1ccccc1 (stereo unspecified)
53	COc1cccc(-c2cc(C(=O)NCc3cccs3)no2)c1
54	CCc1ccc2c(CN(CC)Cc3nc4ccccc4c(=O)[nH]3)cc(=O)oc2c1

entry no.,49,50,51,52,53,54
FBPA Giardia inh,-8%,-3%,-1%,2%,-2%,-24%
AmpC detergent,?,5%,-14%,-12%,-3%,-11%
AMA1-RON2 inh,-9%,-2%,·,-6%,-7%,105%[activator]
HCV inhibitor,4µM*,-12%,-2%,5%,?,-6%
HCMV antiviral,·,20,-24,25,-11,44
Sm TGR block,5.6µM*,-2%,14%,0%,-7%,?

55	O=C(CC1Sc2ncnn2C1=O)Nc1ccccc1 (stereo unspecified)
56	CCOC(=O)N1CCN(C(=O)CN(c2ccc(OC)cc2)S(C)(=O)=O)CC1
57	Cc1cccc(C2=NN(c3ccccc3)[C@@H](C(=O)N3CCOC3=O)[C@@H]2c2ccc(F)cc2)c1
58	COc1cccc(OC)c1C(=O)Nc1nnc(C(C)C)s1
59	Cc1cc(C)cc(N2C(=O)CS(=O)(=O)C23C(=O)N(Cc2ccc(F)cc2)c2ccc(C)cc23)c1 (stereo unspecified)

entry no.,55,56,57,58,59
FBPA Giardia inh,?,-1%,-13%,22%,·
AmpC detergent,?,?,·,-6%,16%
AMA1-RON2 inh,0%,7%,65%[activator],-2%,·
HCV inhibitor,·,?,-1%,7%,·
HCMV antiviral,17,12,21,-12,-5
Sm TGR block,0.5µM*,0%,·,6%,-11%
